AGP1-GFP MLPCN = yeast TOR pathway AGP1-GFP modulation; 0.02% of 320,000 active; GFP response vs DMSO, % at 10 µM; S. cerevisiae AGP1-GFP multiplex flow cytometry, 3 h; GFP as percent of DMSO wells;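 active = GFP response relative to DMSO above a set limit, near screen average plus 3 SD, cut at about 150% in these data; inconclusive = fewer than 70 cells counted for the yeast strain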;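 note: median GFP channel fluorescence of the gated AGP1 strain per well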
Fam108B counter = Fam108B inhibition, counter-screen for RBBP9 inhibitors | recombinant Fam108B, FP-Rh probe fluorescence polarization | 0.33% of 300,000 active | inhibition, % at 9.51 µM;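 active = inhibition above the screen mean inhibition plus 3 SD, computed separately per campaign, cut at about 18% in these data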;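 note: inhibitors lower polarization as less probe binds the enzyme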
BCLXL inh = inhibitors of human Bcl-xL | inhibition, % at 10.9 µM | Q07817 | GST-Bcl-xL / FITC-Bim BH3 peptide fluorescence polarization | 0.7% of 320,000 active;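 active = inhibition above the mean of all tested compounds plus 3 SD, cutoff set per campaign, cut at about 30% in these data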;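 note: 0% = DMSO wells and 100% = unlabeled Bim-BH3 peptide competitor; inhibitors lower millipolarization by displacing the labeled peptide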
GLD-1 RNA inh = GLD-1-TGE RNA interaction inhibition (C. elegans) | Q17339 | purified GLD-1 + fluorescein TGE RNA, fluorescence polarization | inhibition, % at 5.96 µM | 0.44% of 320,000 active | AID 2280;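 active = percent inhibition above a per-plate cutoff, the plate mean of test compounds plus 3 SD, cut at about 30% in these data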;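 note: 0% = DMSO wells with GLD-1 and probe and 100% = wells lacking GLD-1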
Target sequence (Q17339 whole entry, looked up): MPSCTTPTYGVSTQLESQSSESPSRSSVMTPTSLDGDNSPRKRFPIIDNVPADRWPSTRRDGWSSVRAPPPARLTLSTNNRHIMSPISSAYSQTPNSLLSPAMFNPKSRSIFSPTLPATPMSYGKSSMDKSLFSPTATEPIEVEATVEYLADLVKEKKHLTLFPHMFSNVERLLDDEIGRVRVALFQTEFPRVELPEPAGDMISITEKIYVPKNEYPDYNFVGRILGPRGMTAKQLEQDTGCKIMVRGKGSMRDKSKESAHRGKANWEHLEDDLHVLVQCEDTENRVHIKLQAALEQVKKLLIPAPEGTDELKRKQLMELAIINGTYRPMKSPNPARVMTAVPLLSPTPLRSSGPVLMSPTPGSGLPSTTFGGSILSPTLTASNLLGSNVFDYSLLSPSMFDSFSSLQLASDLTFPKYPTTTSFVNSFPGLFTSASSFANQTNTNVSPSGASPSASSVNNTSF
VLA-4 inh = inhibition in a human VLA-4 binding assay; inhibition, % (about 7 µM as worked out from the volumes in the protocol); P13612; VLA-4 expressing cells, ligand binding flow cytometry; 0.2% of 330,000 active; AID 2557; in the data active = inhibition above about 50%
MEX-5 binding = C. elegans MEX-5 TCR-2 RNA binding activity; Q9XUB2; MEX-5/FITC-TCR2 RNA binding, fluorescence polarization; stronger effect = lower value; activity score (negative = inhibition of binding), % at 10 µM; 0.38% of 300,000 active; AID 1832;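 active = inhibition past about -25% in most replicates, and total fluorescence under double the plate's negative control median, limit read from the data; inconclusive = replicates evenly split on the limit, or fluorescence at least double controls; inactive = too little inhibition in most replicates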;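 note: 0% = DMSO and -100% = 5 µM competing unlabeled TCR2 RNA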
Target sequence (Q9XUB2 whole entry, looked up): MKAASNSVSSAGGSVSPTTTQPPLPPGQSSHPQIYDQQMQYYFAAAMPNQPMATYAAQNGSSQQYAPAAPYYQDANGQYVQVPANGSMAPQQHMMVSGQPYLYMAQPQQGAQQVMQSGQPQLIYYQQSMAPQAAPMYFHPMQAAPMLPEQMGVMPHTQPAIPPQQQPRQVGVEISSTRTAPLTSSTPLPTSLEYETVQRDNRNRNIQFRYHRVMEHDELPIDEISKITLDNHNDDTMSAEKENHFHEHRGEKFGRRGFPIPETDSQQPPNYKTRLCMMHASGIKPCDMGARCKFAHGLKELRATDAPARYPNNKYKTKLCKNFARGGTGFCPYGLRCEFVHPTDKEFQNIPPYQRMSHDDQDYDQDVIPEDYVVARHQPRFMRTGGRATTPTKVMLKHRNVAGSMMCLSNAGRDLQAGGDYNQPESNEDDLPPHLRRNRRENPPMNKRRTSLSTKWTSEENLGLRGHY
CIT2 TOR yeast = alters CIT2-GFP fluorescence in TOR pathway yeast screen; S. cerevisiae CIT2-GFP strain, flow cytometry, 3 h; 100 means same as DMSO wells; 0.065% of 320,000 active; GFP response vs DMSO, % at 10 µM;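 active = GFP response relative to DMSO above a set limit, near the screen mean plus 3 SD, cut at about 150% in these data; inconclusive = Fewer than 70 cells measured for a yeast strain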;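 note: ratio of well median GFP fluorescence to mean of DMSO wells on the plate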
MCL1 BIM primary = disrupts human MCL1 binding to BIM-BH3 peptide | inhibition, % at 10.9 µM | 0.68% of 320,000 active | Q07820 | GST-MCL1 / FITC-Bim-BH3 fluorescence polarization;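 active = inhibition above the mean inhibition of all tested compounds plus 3 SD, set per campaign, cut at about 40% in these data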;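 note: 0% = DMSO wells and 100% = unlabeled Bim-BH3 peptide control; higher means more loss of mP so more displacement of Bim peptide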
GRK2 aptamer HTS = blocks RNA aptamer binding to human GRK2; inhibition of aptamer binding, % at 10 µM; 0.59% of 330,000 active; bead flow cytometry, FAM-aptamer displacement from GRK2; AID 488847; P25098;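 active = inhibition of aptamer binding above 40%, roughly 3 SD of noise, on plates passing a quality check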;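 note: median bead fluorescence of bound FAM aptamer so fluorescent compounds give negative values; no value below 0 was filed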
Starred values were filed as active, the others as inactive; ? = inconclusive; nt = no result given; [ ] = dose if it differs, or a comment.

SMILES	AGP1-GFP MLPCN	Fam108B counter	BCLXL inh	GLD-1 RNA inh	VLA-4 inh	MEX-5 binding	CIT2 TOR yeast	MCL1 BIM primary	GRK2 aptamer HTS
C=CCn1c(SCC(=O)Nc2nc3ccccc3s2)nnc1-c1ccccc1O	85.8	-3.6	4.8	0.6	15.8	-0.2	nt	4.4	2.0
CCn1c(N)c(C(=O)NCc2ccc3c(c2)OCO3)sc1=S	98.6	7.4	6.2	-2.6	-0.7	-1.1	100.0	9.6	0.0
OCCC1CN(Cc2cccn2-c2ccccn2)CCN1C1CCCC1 (centres undefined)	100.6	0.7	6.8	1.4	21.6	-1.5	99.9	6.3	1.0
O=S1(=O)NC[C@]23C[C@H](c4ccc(F)cc4)[C@@H](C[C@@H]21)O3	92.2	-5.6	10.5	4.2	3.5	3.0	94.6	9.4	0.0
Cc1cc(C)c(NC(=S)NC(NC(=O)c2ccccc2)C(Cl)(Cl)Cl)c(C)c1 (centres undefined)	100.4	-0.3	3.8	6.9	0.9	-1.1	96.5	5.0	3.0
COc1ccc(S(=O)(=O)Nc2ccc(-n3cnnn3)cc2)cc1[N+](=O)[O-]	87.5	nt	4.2	6.6	2.4	nt	84.0	4.4	2.0
O=c1[nH]c(SCc2n[nH]c(=S)n2-c2ccccc2)nc2sc3c(c12)CCC3	102.6	2.2	-0.1	3.9	6.4	nt	99.0	7.6	2.0
C(=C\n1nnc2ccccc21)/c1ccc[nH]1	74.0	4.3	16.4	6.0	-58.9	-9.7	97.5	14.9	1.0
C=CCNC(=S)N/N=C/c1ccc(C(F)(F)F)cc1	92.3	-1.4	6.4	7.3	2.1	-0.7	90.4	4.6	2.0
O=S(=O)(/N=C(/Nc1ccccc1F)c1ccccc1)c1ccccc1	95.8	0.2	2.9	-1.5	-9.8	0.0	98.3	9.3	0.0
O=C(COC(=O)c1cc([N+](=O)[O-])ccc1N1CCOCC1)NCc1ccc(Cl)cc1Cl	102.3	3.0	6.7	7.8	-0.4	1.6	94.5	-3.7	0.0
C=CCn1c(=O)c(C(C)=O)cn(N(C)c2ncc(C(F)(F)F)cc2Cl)c1=O	97.9	1.8	7.4	1.1	8.7	1.2	89.9	7.6	4.0
O=C(NCC1CCCO1)c1cccc(N2CCCC2=O)c1 (centres undefined)	97.3	0.4	14.2	8.2	-0.9	0.7	82.6	19.3	0.0
CC(=O)C1=C(O)C(=O)N(CCC(=O)O)C1c1cccc(F)c1 (centres undefined)	21.4[may fluoresce violet]	3.6	3.6	6.1	15.9	-0.5	?	-0.3	5.0
O=C(c1cccs1)N1CCN(C2CCN(Cc3ccccc3)CC2)CC1	102.3	-0.9	0.1	4.2	9.9	-3.0	97.3	-2.0	1.0
COc1ccccc1-n1cnc2sc(-c3ccccc3)cc2c1=O	99.1	-0.2	2.7	2.1	-4.7	0.1	98.2	1.8	2.0
O=C(NCCCn1ccnc1)C(=O)Nc1ccccc1	102.0	1.7	4.1	6.5	-0.8	2.6	100.2	-5.0	0.0
O=C(CCC(=O)NC12CC3CC(CC(C3)C1)C2)NC1CCCCC1	89.6	-1.9	0.1	-3.4	8.9	-0.2	91.6	0.4	0.0
COc1ccccc1CN(C)C(=O)C(c1ccccc1)c1ccccc1	100.2	-0.7	-3.4	2.5	-9.4	1.8	100.3	-2.9	0.0
O=C(CSCc1ccc(F)cc1)Nc1ccc(N2CCOCC2)cc1N1CCOCC1	104.0	nt	2.0	0.8	-9.0	nt	98.9	6.0	3.0
O=C(Cc1ccc(F)cc1)N1CCOCC1	96.2	-2.4	4.2	1.4	13.8	-4.3	99.1	-5.2	1.0
O=C(CNC(=O)c1cccc(Cl)c1)N/N=C/C=C/c1ccccc1	93.3	-3.7	5.3	4.1	-6.3	-1.0	91.6	8.7	1.0
Cc1ccc(NC(=O)c2cc3ccccc3oc2=N)cc1	99.4	-0.7	-0.6	-2.1	-1.3	1.0	101.7	-10.1	0.0
c1ccc(Cn2nc(-c3ccccc3)nc2-c2ccccc2)cc1	nt	-8.9	0.1	1.1	10.2	-1.1	nt	-5.8	0.0
CC(=O)Nc1ccc(S(=O)(=O)NC(C(=O)O)C(C)C)cc1 (centres undefined)	99.6	-0.9	0.7	10.6	0.5	-2.2	102.3	6.7	2.0
O=C(NCCCN1CCCC1=O)C1CCC(CNS(=O)(=O)c2ccc(Cl)cc2)CC1 (centres undefined)	98.6	-1.2	-4.2	-5.6	4.4	1.9	95.8	-2.2	3.0
COc1cc(CN2CCC(CO)(Cc3cccc(C(F)(F)F)c3)CC2)ccc1F	102.8	-2.6	7.9	3.0	6.8	-0.3	96.7	3.1	0.0
O=C(CCC(=O)Nc1ccc(F)cc1)N/N=C/c1cccs1	101.9	-1.5	4.1	0.0	-18.0	1.3	104.2	0.1	2.0
Cc1cc(NC(=O)c2cc(-c3ccccc3)on2)no1	103.6	-5.0	-0.8	4.6	-42.5	-1.1	87.0	-5.5	1.0
CCc1cccc(C)c1NC(=O)CCCSc1nc2ccccc2s1	65.4	-3.2	-2.2	-2.3	3.9	1.9	86.9	0.2	2.0
COc1ccc(N=C2C(=O)Nc3ccccc32)cc1	96.9	-11.7	-7.3	-2.3	5.9	0.5	98.0	-6.1	1.0
O=C(NCCN1CCOCC1)C1CCN(S(=O)(=O)N2CCCC2)CC1	?	-4.1	-1.5	1.8	-8.1	1.2	91.0	-2.6	0.0
NS(=O)(=O)c1ccc(CNS(=O)(=O)c2ccc3ccccc3c2)cc1	107.9	1.9	1.8	1.1	13.1	-0.6	104.1	-1.8	0.0
COc1ccc(-c2cc(C(F)(F)F)nc(SCC(=O)NCc3cccs3)n2)cc1OC	97.4	-9.9	2.5	2.7	12.6	1.9	102.7	-1.2	0.0
NS(=O)(=O)c1cccc(NC(=O)CSc2n[nH]c(-c3cccs3)n2)c1	102.2	nt	-2.5	-2.6	4.3	nt	100.1	-1.6	0.0
Nc1nc(SCc2ccccc2Cl)ns1	99.7	0.1	-0.5	1.9	12.3	0.4	85.5	4.3	0.0
Fc1ccc(Br)cc1/C=N/n1cnnc1	85.4	0.7	4.8	4.0	9.9	1.6	87.6	-7.7	0.0
CN(C)c1ccc(Nc2c3c4c(cccc4n(C)c2=O)C(=O)c2ccccc2-3)cc1	101.8	5.8	54.3*	53.9*	6.2	nt	100.4	55.2*	0.0
CCOc1ccc(NC(=O)C2CCN(C(=O)C3CC(=O)N(c4ccc(C)cc4)C3)CC2)cc1 (centres undefined)	92.3	-1.6	0.7	2.6	-16.5	-1.5	95.6	-1.4	0.0
O=C(NCCc1ccccc1)C(=O)NCC1OCCCN1S(=O)(=O)c1cccs1 (centres undefined)	113.7	-4.0	5.4	-0.6	0.6	0.8	111.9	3.1	2.0
CCOC(=O)c1ccccc1NC(=O)Nc1ccc(OC)c(OC)c1	103.0	0.8	5.0	6.5	7.5	-1.1	105.6	3.5	0.0
CC(C)(C)c1ccc(OCCCNC2CCCC2)cc1	93.5	-7.1	-3.2	0.0	5.0	-5.0	98.8	-7.2	0.0
O=C(c1cc(COc2ccc(F)cc2F)on1)N1C[C@H]2CC[C@H]1C2	91.4	0.8	0.1	1.4	-13.7	0.6	89.9	1.3	1.0
O=C(O)CSCCn1cccn1	109.7	-3.7	5.6	-1.6	-2.7	-2.4	nt	-2.4	2.0
CCOC(=O)N1CCC(N2CCN(CCC(C)C)C(CCO)C2)CC1 (centres undefined)	101.8	0.8	2.9	-2.7	22.5	-0.1	103.2	-1.4	4.0
CCOC(=O)N1CCN(c2c(NCCN3CCCCC3CC)c(=O)c2=O)CC1 (centres undefined)	103.7	-1.5	5.1	3.2	41.1	1.1	100.3	5.9	0.0
CCOC(=O)Cc1csc(NC(=O)CC(C)(C)C)n1	102.5	-0.3	-1.1	-3.1	-3.2	0.8	102.1	3.3	3.0
CCC(C)NC(=O)CC(C)C (centres undefined)	104.6	1.6	1.9	4.7	-6.3	-1.9	104.9	-1.8	1.0
Cc1cc(NC(=O)CN(C)CC(=O)Nc2ccc(Cl)cc2)no1	97.8	nt	nt	4.4	8.3	nt	99.2	nt	2.0
N#Cc1ccc(C(=O)Nc2cc(S(=O)(=O)N3CCOCC3)ccc2N2CCCC2)cc1	93.1	nt	nt	6.8	4.7	nt	90.4	nt	1.0

Going on with the list.
SMILES	AGP1-GFP MLPCN	Fam108B counter	BCLXL inh	GLD-1 RNA inh	VLA-4 inh	MEX-5 binding	CIT2 TOR yeast	MCL1 BIM primary	GRK2 aptamer HTS
CC(C)N1CCN(Cc2ccsc2)CC1CCO (centres undefined)	100.3	2.4	2.6	2.3	10.7	-1.1	95.5	12.9	4.0
Cc1nnc(SCc2cccc(CSc3nnc(C)s3)c2)s1	95.6	2.6	-1.4	7.4	5.7	-2.5	88.8	1.1	0.0
O=C(COc1ccc(S(=O)(=O)N2CCCC2)cc1Cl)NCc1ccccn1	91.2	-2.7	5.5	4.9	-2.6	-1.4	93.5	6.8	0.0
Cc1cc(C)cc(OC(=O)c2cccnc2)c1	96.1	-1.0	0.6	9.2	11.6	-0.2	103.8	-2.2	1.0

One compound at a time, from the list above. Screens in order: AGP1-GFP MLPCN, Fam108B counter, BCLXL inh, GLD-1 RNA inh, VLA-4 inh, MEX-5 binding, CIT2 TOR yeast, MCL1 BIM primary, GRK2 aptamer HTS
Shown for CC(C)N1CCN(Cc2ccsc2)CC1CCO (centres undefined) = 100.3, 2.4, 2.6, 2.3, 10.7, -1.1, 95.5, 12.9, 4.0
Shown for O=C(COc1ccc(S(=O)(=O)N2CCCC2)cc1Cl)NCc1ccccn1 = 91.2, -2.7, 5.5, 4.9, -2.6, -1.4, 93.5, 6.8, 0.0
